F-actin modifier – alters cytoskeleton assembly in HUVEC cells | HUVEC TNFa F-actin phalloidin imaging, high content | inhibition, % at 2 µM | 91,000 tested, 0.18% active | AID 836;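 active = inhibition above the batch mean plus 3 SD and confirmed as a hit by visual image inspection, cut at about 30% in these data, passing the limit was not always enough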; note: strong numbers were not always called active
Smad3 inh – inhibitors of human Smad3 transcription factor binding | TR-FRET Smad3/Dy647-FoxH1 peptide binding, europium anti-His | inhibition, % at 25 µM | 88,000 tested, 0.29% active;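 active = compounds that reduce the energy-transfer binding signal between the protein and its labelled peptide by more than half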;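 note: 0% = Smad3 plus labelled peptide maximal FRET and 100% = peptide-only background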
HUVEC tox IL1B – HUVEC cytotoxicity counter-screen, IL-1B stimulated; 94,000 tested, 0.41% active; cell count reduction, % at 2 µM; HUVEC cell count loss, Hoechst imaging;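 active = cell count reduction more than 3 SD above the screen-wide mean, cut at about 70% in these data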;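 note: normalized per plate to untreated control cells as the no-loss baseline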
sEH inhibitor – soluble epoxide hydrolase (human) inhibition; P34913; inhibition, % at 2 µM; recombinant human sEH enzymatic activity assay; 91,000 tested, 0.34% active; in the data active = inhibition above about 80%; note: values of inactives mirror those of a sister screen read the other way; many of its hits are not listed in these tables
sEH act – increases human soluble epoxide hydrolase activity; AID 717; purified human sEH enzymatic activity, activator screen; P34913; 91,000 tested, 0.04% active; activation, % at 2 µM; in the data active = activation above about 37%; note: values of inactives mirror those of a sister screen read the other way
ERb coact inh – ER-beta (human) coactivator binding inhibition; Q92731; TR-FRET ER-beta LBD / SRC1-Cy5 peptide binding; receptor agonist-loaded with 1 µM estradiol; inhibition, % at 25.6 µM; 86,000 tested, 1.3% active;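 active = compounds whose percent inhibition of the receptor-coactivator binding signal exceeds about 50% in the single-dose screen, limit read from the data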;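 note: 0% = receptor plus peptide wells without compound and 100% = peptide-only wells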
VCAM1 TNFa inh – reduces TNF alpha induced VCAM1 expression in HUVEC; HUVEC TNFa-induced VCAM-1 immunofluorescence, high-content imaging; inhibition, % at 2 µM; 95,000 tested, 0.48% active;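 active = inhibition above the batch mean plus 3 SD, with images confirmed as a hit by eye, cut at about 37% in these data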;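 note: 0% = TNF-stimulated DMSO wells and 100% = unstimulated control wells; not every result past the cut was called active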
Candida biofilm – kills Candida albicans biofilms | C. albicans biofilm + clotrimazole, Alamar Blue | inhibition, % at 6 µM | 85,000 tested, 0.14% active;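 active = inhibition above 20%; inactive = inhibition below 20%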;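 note: preformed 24 hr biofilms exposed to compound for 48 hr; 0% = biofilm without compound and 100% = blank killed by clotrimazole plus chlorhexidine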
HUVEC tox TNFa – toxic to HUVEC cells under TNF alpha stimulation | HUVEC TNFalpha-stimulated, Hoechst cell count, imaging | cell count reduction, % at 2 µM | 93,000 tested, 0.17% active;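 active = cell count reduction exceeding the screen mean by over 5 SD, scaled to untreated wells per plate, cut at about 78% in these data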;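 note: cells counted after 24 h of TNF alpha exposure following the 1 h pretreatment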
Numbers without * were called inactive; x = no result given; [ ] = remark or other dose.

SMILES	F-actin modifier	Smad3 inh	HUVEC tox IL1B	sEH inhibitor	sEH act	ERb coact inh	VCAM1 TNFa inh	Candida biofilm	HUVEC tox TNFa
COc1cc(NC(=O)c2cc(C3CC3)on2)c(OC)cc1Cl	0	-4	-2	-7	5	16	4	8	-12
CCOC(=O)Nc1ccc2c(c1)N(C(=O)CCN1CCOCC1)c1ccccc1S2	22	x	-19	14	-13	x	6	x	-22
O=C(NCCN1CCOCC1)c1ccc(Cl)cc1	-7	-1	23	-2	2	4	-9	2	19
COc1ccc(Sc2ccc(NC(=O)c3ccccc3Cl)cc2C#N)cc1	6	x	22	5	-6	x	6	x	-25
COc1cc(C(=O)NCCCCCC(=O)O)cc(OC)c1OC	10	8	-12	-5	4	2[fluorescence artefact?]	4	2	-39
COc1ccc(S(=O)(=O)Nc2nnc(CC(C)C)s2)cc1	x	14	0	-9	7	-12	12	5	-66

A different layout for part of the listing above:
Values run as follows: F-actin modifier	Smad3 inh	HUVEC tox IL1B	sEH inhibitor	sEH act	ERb coact inh	VCAM1 TNFa inh	Candida biofilm	HUVEC tox TNFa
- COc1ccc(Sc2ccc(NC(=O)c3ccccc3Cl)cc2C#N)cc1
    6	x	22	5	-6	x	6	x	-25
- COc1cc(C(=O)NCCCCCC(=O)O)cc(OC)c1OC
    10	8	-12	-5	4	2[fluorescence artefact?]	4	2	-39
- COc1ccc(S(=O)(=O)Nc2nnc(CC(C)C)s2)cc1
    x	14	0	-9	7	-12	12	5	-66

Compound profiles, from the list above. Values in the order: F-actin modifier	Smad3 inh	HUVEC tox IL1B	sEH inhibitor	sEH act	ERb coact inh	VCAM1 TNFa inh	Candida biofilm	HUVEC tox TNFa
COc1cc(NC(=O)c2cc(C3CC3)on2)c(OC)cc1Cl across the screens: 0	-4	-2	-7	5	16	4	8	-12
COc1ccc(S(=O)(=O)Nc2nnc(CC(C)C)s2)cc1 across the screens: x	14	0	-9	7	-12	12	5	-66
CCOC(=O)Nc1ccc2c(c1)N(C(=O)CCN1CCOCC1)c1ccccc1S2 across the screens: 22	x	-19	14	-13	x	6	x	-22

Copied from the list.
Entry of COc1ccc(S(=O)(=O)Nc2nnc(CC(C)C)s2)cc1 in Candida biofilm: 5
Entry of COc1cc(C(=O)NCCCCCC(=O)O)cc(OC)c1OC in F-actin modifier: 10

A portion of the library. The share of hits here may be higher or lower than overall.
